NFkB SMM: NF-kappa-B p105 (human) binding; P19838; Small molecule microarray, anti-His fluorescence binding; calls only; actives 1.3% (n = 17,000); AID 624139;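 active = spot fluorescence over background significantly raised, with a chance value under 7% in all four replicate spots of the compound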;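 also: probe protein is his-tagged human p50 processed subunit at 1 µg/ml; raw spot fluorescence signals with no normalization applied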
Target sequence (P19838 1-433 limits assumed): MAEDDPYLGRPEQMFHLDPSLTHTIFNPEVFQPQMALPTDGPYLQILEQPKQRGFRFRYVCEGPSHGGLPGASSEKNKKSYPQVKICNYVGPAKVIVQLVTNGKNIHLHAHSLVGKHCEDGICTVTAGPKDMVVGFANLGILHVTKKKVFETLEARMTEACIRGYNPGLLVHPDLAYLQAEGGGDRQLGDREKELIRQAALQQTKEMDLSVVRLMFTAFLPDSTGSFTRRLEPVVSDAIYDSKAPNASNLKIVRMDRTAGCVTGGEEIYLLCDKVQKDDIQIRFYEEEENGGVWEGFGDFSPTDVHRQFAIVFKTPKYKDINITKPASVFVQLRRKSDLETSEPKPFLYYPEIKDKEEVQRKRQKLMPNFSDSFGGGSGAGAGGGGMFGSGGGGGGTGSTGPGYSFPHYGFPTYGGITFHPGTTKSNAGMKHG
Calls only; i = inactive. A portion of the library, so the mix of outcomes need not match the whole.

SMILES	NFkB SMM
Cn1cc(C2=C(c3ccc(Cl)cc3Cl)C(=O)NC2=O)c2ccccc21	i
CC(=O)CSc1nc(N(C)C)nc(N(C)C)n1	i
C=C[C@@](C)(O)CC/C=C(\C)C(=O)O[C@@H]1[C@@H]2O[C@]2(C)[C@H]2[C@H](O[C@@H]3O[C@H](CO)[C@@H](O)[C@H](O)[C@H]3O)OC=C[C@@]12O	i
C[C@H](CO)N1C[C@H](C)[C@@H](CN(C)CC2CC2)Oc2ccc(NC(=O)c3ccncc3)cc2CC1=O	i
Cc1noc(C)c1NC(=O)N(C)C[C@@H]1OCCCC[C@H](C)Oc2ccc(NC(=O)CCC(F)(F)F)cc2C(=O)N([C@H](C)CO)C[C@H]1C	i
C[C@@H]1CCCCO[C@H](CN(C)CC2CC2)[C@H](C)CN([C@@H](C)CO)C(=O)c2cc(NC(=O)CCC(F)(F)F)ccc2O1	i
Cn1c(SCC(=O)c2ccc(Cl)cc2)nnc1-c1ccccc1O	i
O=c1c(O[C@@H]2OC[C@H](O)[C@H](O)[C@H]2O)c(-c2ccc(O)c(O)c2)oc2cc(O)cc(O)c12	i
C[C@H]1CN([C@@H](C)CO)C(=O)Cc2cc(N(C)C)ccc2O[C@H]1CN(C)Cc1ccc(C(F)(F)F)cc1	i
COc1ccc(CN(C)C[C@@H]2Oc3ccc(NC(=O)Nc4ccc5c(c4)OCO5)cc3C(=O)N([C@H](C)CO)C[C@H]2C)cc1	i
C[C@@H]1CN([C@H](C)CO)C(=O)c2cccc(NC(=O)c3ccncc3)c2O[C@H]1CN(C)C(=O)Nc1cccc2ccccc12	i
Cc1cc(C)nc(Nc2n[nH]c(COc3ccccc3)n2)n1	i
C[C@H](CO)N1C[C@H](C)[C@@H](CN(C)Cc2ccc(Oc3ccccc3)cc2)Oc2c(NS(=O)(=O)c3cccs3)cccc2C1=O	i
C[C@H]1CN([C@@H](C)CO)C(=O)c2cc(NC(=O)C3CC3)ccc2O[C@@H]1CN(C)S(=O)(=O)c1cn(C)cn1	i
O=C(Nc1cc(Br)ccc1C(=O)NCc1cccc(O)c1)c1ccccc1	i
C[C@H](CO)N1C[C@H](C)[C@@H](CN(C)C(=O)Nc2ccccc2)Oc2ccc(NC(=O)Nc3ccccc3)cc2C1=O	i
C=CCN1CCCc2c(-c3ccc(OCCO)cc3)noc2-c2cc(OC)c(OC)cc2CC1	i
C[C@@H]1CN([C@@H](C)CO)C(=O)c2cc(NC(=O)Nc3ccc(F)cc3)ccc2O[C@@H]1CN(C)Cc1ccncc1	i
COc1ccc(CCNC(=O)c2cc(-c3ccccc3)on2)cc1OC	i
C[C@H](CO)N1C[C@H](C)[C@H](CN(C)C(=O)CCCN(C)C)OCCCC[C@H](C)Oc2ccc(NC(=O)NC3CCCCC3)cc2C1=O	i
Cc1noc(C)c1NC(=O)N(C)C[C@H]1Oc2ccc(NS(=O)(=O)c3cccs3)cc2C(=O)N([C@@H](C)CO)C[C@@H]1C	i
Cc1ccc(CCC(=O)Nc2cc(Cl)cc(Cl)c2)o1	i
O=C(Nc1ccccc1)NC1CC(C(=O)O)Nc2cc(Cl)cc(Cl)c21 (configuration not stated)	i
CNC[C@@H]1OCCCC[C@@H](C)Oc2ccc(NC(=O)C3CCCCC3)cc2C(=O)N([C@H](C)CO)C[C@@H]1C	i
C[C@@H]1CN([C@H](C)CO)C(=O)CCCn2nncc2CO[C@@H]1CN(C)S(=O)(=O)c1ccc(C#N)cc1	i
CC(C)NC(=O)Nc1cccc2c1O[C@H](CN(C)CC1CC1)[C@@H](C)CN([C@H](C)CO)C2=O	i
COc1ccc(C(=O)O)cc1S(=O)(=O)NCc1ccccc1	i
C[C@H]1CN([C@@H](C)CO)C(=O)CCCn2cc(nn2)CO[C@@H]1CN(C)Cc1ccc(C(F)(F)F)cc1	i
C[C@@H]1CCCCO[C@H](CN(C)C(=O)Nc2ccc3c(c2)OCO3)[C@H](C)CN([C@@H](C)CO)C(=O)c2cc(NS(C)(=O)=O)ccc2O1	i
CC(C)NC(=O)N(C)C[C@@H]1Oc2ccc(NC(=O)C3CC3)cc2C(=O)N([C@H](C)CO)C[C@H]1C	i
C[C@@H]1CN([C@@H](C)CO)C(=O)c2cccc(NS(=O)(=O)c3ccc(Cl)cc3)c2O[C@H]1CN(C)S(=O)(=O)c1cn(C)cn1	i
C[C@H]1CCCCO[C@@H](CN(C)Cc2ccncc2)[C@@H](C)CN([C@@H](C)CO)C(=O)c2cc(N(C)C)ccc2O1	i
CC1CCC2(C)C(CC(O)C(O)C2(O)CO)C1(C)CCc1ccoc1 (configuration not stated)	i
C[C@@H]1CN([C@@H](C)CO)C(=O)c2cc(NS(C)(=O)=O)ccc2O[C@@H](C)CCCCO[C@@H]1CN(C)Cc1ccccc1	i
Cc1ccc(NC(=O)CSCc2n[nH]c(=O)[nH]2)c(Br)c1	i
C[C@H]1CN([C@@H](C)CO)C(=O)Cc2cc(NC(=O)Cn3cnnn3)ccc2O[C@@H]1CN(C)S(=O)(=O)c1ccccc1	i
C[C@@H]1CCCCO[C@H](CN(C)C)[C@H](C)CN([C@H](C)CO)C(=O)c2cc(N(C)C)ccc2O1	i
C[C@@H]1CN([C@H](C)CO)C(=O)CCCn2nncc2CO[C@H]1CN(C)S(=O)(=O)c1ccc2c(c1)OCCCO2	i
C[C@@H]1CN([C@@H](C)CO)C(=O)CCCn2cc(nn2)CO[C@@H]1CN(C)C(=O)Nc1ccccc1C(F)(F)F	i
Cc1noc(C)c1NC(=O)Nc1cccc2c1O[C@@H](CN(C)C(=O)Nc1c(C)noc1C)[C@@H](C)CN([C@H](C)CO)C2=O	i

7 of these compounds, reformatted.
compound | NFkB SMM
C[C@@H]1CN([C@H](C)CO)C(=O)CCCn2nncc2CO[C@H]1CN(C)S(=O)(=O)c1ccc2c(c1)OCCCO2 | i
C[C@@H]1CN([C@@H](C)CO)C(=O)CCCn2cc(nn2)CO[C@@H]1CN(C)C(=O)Nc1ccccc1C(F)(F)F | i
C[C@@H]1CN([C@@H](C)CO)C(=O)c2cc(NS(C)(=O)=O)ccc2O[C@@H](C)CCCCO[C@@H]1CN(C)Cc1ccccc1 | i
Cc1noc(C)c1NC(=O)Nc1cccc2c1O[C@@H](CN(C)C(=O)Nc1c(C)noc1C)[C@@H](C)CN([C@H](C)CO)C2=O | i
C[C@H]1CCCCO[C@@H](CN(C)Cc2ccncc2)[C@@H](C)CN([C@@H](C)CO)C(=O)c2cc(N(C)C)ccc2O1 | i
C[C@H]1CN([C@@H](C)CO)C(=O)Cc2cc(NC(=O)Cn3cnnn3)ccc2O[C@@H]1CN(C)S(=O)(=O)c1ccccc1 | i
C[C@@H]1CN([C@@H](C)CO)C(=O)c2cccc(NS(=O)(=O)c3ccc(Cl)cc3)c2O[C@H]1CN(C)S(=O)(=O)c1cn(C)cn1 | i

(cont.)
SMILES	NFkB SMM
COC(=O)C(CC#Cc1ccc2c(c1)[C@]1(C(=O)N2)[C@H](C(=O)N2CCc3cc(OC)c(OC)cc3C2)[C@H]2C(=O)O[C@H](c3ccccc3)[C@H](c3ccccc3)N2[C@@H]1c1ccc(OCCO)cc1)C(=O)OC	i
Cc1ccc(S(=O)(=O)Nc2ccc3c(c2)C(=O)N([C@@H](C)CO)C[C@H](C)[C@H](CN(C)S(=O)(=O)c2cccs2)OCCCC[C@H](C)O3)cc1	i
O=S(=O)(N1CCOCC1)n1c(Cc2ccccc2)nc2ccccc21	i
Cc1noc(C)c1S(=O)(=O)Nc1ccc2c(c1)C(=O)N([C@H](C)CO)C[C@H](C)[C@@H](CN(C)C(=O)Nc1ccc(F)cc1)O2	i
CCOC(=O)c1ccc(NC(=O)C(C)Sc2nc3ccccc3[nH]2)cc1 (configuration not stated)	i
C[C@@H]1CCCCO[C@H](CN(C)C(=O)Cc2ccccc2)[C@H](C)CN([C@H](C)CO)C(=O)c2cc(NS(=O)(=O)c3cn(C)cn3)ccc2O1	i
C[C@H]1CN([C@@H](C)CO)C(=O)c2cccc(NC(=O)Nc3ccccc3)c2O[C@H]1CN(C)C(=O)NC1CCCCC1	i
C[C@@H]1CN([C@H](C)CO)C(=O)c2cccc(NC(=O)C3CCOCC3)c2O[C@@H]1CN(C)C(=O)Nc1ccc(C(F)(F)F)cc1	i
C[C@H]1CN([C@@H](C)CO)C(=O)Cc2cc(NS(=O)(=O)c3ccccc3)ccc2O[C@H]1CN(C)S(=O)(=O)c1cccs1	i
CC(C)NC(=O)N(C)C[C@@H]1Oc2ncc(-c3ccccc3)cc2C(=O)N([C@H](C)CO)C[C@@H]1C	i

A draw from above in order of number of heavy atoms, falling:
SMILES	NFkB SMM
Cc1noc(C)c1NC(=O)N(C)C[C@H]1Oc2ccc(NS(=O)(=O)c3cccs3)cc2C(=O)N([C@@H](C)CO)C[C@@H]1C	i
C[C@H]1CN([C@@H](C)CO)C(=O)CCCn2cc(nn2)CO[C@@H]1CN(C)Cc1ccc(C(F)(F)F)cc1	i
Cc1ccc(CCC(=O)Nc2cc(Cl)cc(Cl)c2)o1	i

(list continues)
SMILES	NFkB SMM
C[C@@H]1CN([C@H](C)CO)C(=O)c2cc(NC(=O)NC3CCCCC3)ccc2O[C@@H]1CN(C)C(=O)Nc1ccc(F)cc1	i
C[C@@H]1CN([C@H](C)CO)C(=O)c2cccc(NC(=O)Nc3ccc(C(F)(F)F)cc3)c2O[C@H]1CN(C)C	i
CC(=O)O[C@@H]1c2c(ccc3ccc(=O)oc23)OC(C)(C)[C@@H]1OC(=O)C=C(C)C	i
O=C(CSc1ncnc2sc3c(c12)CCCCC3)NCc1ccco1	i
COC(=O)CCC(=O)NC(=S)Nc1ccccc1F	i
CC(=O)O[C@@H]1[C@@H](O)C[C@@]2(C)C(CC[C@@H](C)C23Cc2c(O)cc4c(c2O3)CN([C@@H](CCC(=O)O)C(=O)O)C4=O)C1(C)C (some centres not stated)	i
C[C@@H]1CCCCO[C@H](CN(C)S(=O)(=O)c2cccs2)[C@H](C)CN([C@@H](C)CO)C(=O)c2cc(NS(C)(=O)=O)ccc2O1	i
C[C@H]1CN([C@@H](C)CO)C(=O)Cc2cc(N(C)C)ccc2O[C@H]1CN(C)S(=O)(=O)c1cn(C)cn1	i
C[C@@H]1CN([C@@H](C)CO)C(=O)c2cccc(NC(=O)c3nc4ccccc4s3)c2O[C@@H]1CN(C)Cc1ccc(Oc2ccccc2)cc1	i
C[C@@H]1CCCCO[C@@H](CN(C)C)[C@@H](C)CN([C@H](C)CO)C(=O)c2cc(N(C)C)ccc2O1	i
Cc1cc(C)n2nc(NCc3cccc([N+](=O)[O-])c3)nc2n1	i
C[C@H]1CCCCO[C@H](CN(C)C(=O)CCC(F)(F)F)[C@@H](C)CN([C@@H](C)CO)C(=O)c2cc(NC(=O)Nc3ccc4c(c3)OCO4)ccc2O1	i
Cc1nc2ccccc2nc1CSc1nc2ccccc2s1	i
Cc1noc(C)c1NC(=O)Nc1cccc2c1O[C@H](CN(C)C(=O)NC1CCCCC1)[C@@H](C)CN([C@H](C)CO)C2=O	i
CC(C)CC1NC(=O)C(C)NC1=O (configuration not stated)	i
C[C@@H]1CN([C@H](C)CO)C(=O)c2cc(NC(=O)Nc3ccc4c(c3)OCO4)ccc2O[C@@H](C)CCCCO[C@@H]1CN(C)C(=O)CCC(F)(F)F	i
C[C@@H]1CN([C@@H](C)CO)C(=O)c2cccc(N(C)C)c2O[C@H]1CN(C)Cc1ccc(Cl)c(Cl)c1	i
CC(=O)Nc1sccc1C(=O)NCc1ccco1	i
C[C@H]1CCCCO[C@@H](CN(C)C(=O)CCC(F)(F)F)[C@@H](C)CN([C@@H](C)CO)C(=O)c2cc(NS(=O)(=O)c3ccccc3)ccc2O1	i
O=C1C(=O)N(Cc2cccnc2)C(c2ccc(Br)cc2)C1C(=O)c1cccs1 (configuration not stated)	i
O=C1c2ccccc2C(=O)N1CCc1nc2ccccc2c(=O)n1-c1nc2ccccc2s1	i
COc1ccc(S(=O)(=O)Nc2cccc3c2O[C@@H](CN(C)S(=O)(=O)c2cccs2)[C@@H](C)CN([C@H](C)CO)C3=O)cc1	i
C#CCNC(=O)C1=C[C@@H](C2CC2)C[C@@H](OCCCCO)O1	i
CCO[C@@H]1OC(C(=O)N2CCCC2)=C[C@H](c2ccccc2)[C@H]1CCCO	i
CCCC[C@H](O)[C@@H]1CC(OC)=CC(=O)O1	i
CC(C)NC(=O)N(C)C[C@@H]1Oc2ccc(NC(=O)CCC(F)(F)F)cc2CC(=O)N([C@H](C)CO)C[C@H]1C	i
C[C@H](CO)N1C[C@H](C)[C@H](CN(C)C(=O)NC2CCCCC2)Oc2c(NS(C)(=O)=O)cccc2C1=O	i
CC(C)NC(=O)Nc1ccc2c(c1)CC(=O)N([C@H](C)CO)C[C@H](C)[C@@H](CN(C)S(C)(=O)=O)O2	i
C[C@H](CO)N1C[C@H](C)[C@H](CN(C)C(=O)Nc2ccc(F)cc2)Oc2ccc(NC(=O)Cn3cnnn3)cc2CC1=O	i
Cn1c(Cn2nnc(-c3ccccc3)n2)nnc1SCC(N)=O	i
Cc1noc(C)c1NC(=O)Nc1ccc2c(c1)CC(=O)N([C@@H](C)CO)C[C@H](C)[C@@H](CN(C)S(=O)(=O)c1cn(C)cn1)O2	i
C[C@@H]1CN([C@@H](C)CO)C(=O)c2cc(NS(=O)(=O)c3cccs3)ccc2O[C@@H](C)CCCCO[C@H]1CN(C)Cc1ccccc1	i
C[C@H](CO)N1C[C@H](C)[C@H](CN(C)Cc2ccc(-c3ccccc3)cc2)Oc2ccc(NC(=O)Cc3ccccc3)cc2C1=O	i
C[C@@H]1CCCCO[C@@H](CN(C)Cc2ccc3c(c2)OCO3)[C@H](C)CN([C@@H](C)CO)C(=O)c2cc(NC(=O)CCCN(C)C)ccc2O1	i
Cn1c(=O)oc2cc(S(=O)(=O)NCCC(=O)O)ccc21	i
C[C@H]1CN([C@@H](C)CO)C(=O)c2cc(NC(=O)Nc3ccc(F)cc3)ccc2O[C@H]1CN(C)Cc1ccc2c(c1)OCO2	i
C=CCNC(=O)[C@H]1[C@@H]2C(=O)O[C@@H](c3ccccc3)[C@@H](c3ccccc3)N2[C@@H](c2ccc(OCCO)cc2)[C@]12C(=O)Nc1ccc(C#CCCO)cc12	i
C[C@H](CO)N1C[C@H](C)[C@H](CN(C)S(=O)(=O)c2ccccc2)Oc2ncc(C#Cc3ccc(C(F)(F)F)cc3)cc2C1=O	i
Cc1ccccc1OCc1nn2c(COc3ccccc3)nnc2s1	i
CC(C)=C1C[C@@]2(CO)C(=CC1=O)CC[C@@H](O)[C@@H]2C	i

High-throughput results as filed in PubChem.
